NPC1 promoter act: activators of NPC1 promoter; AID 485313; actives 2.4% (n = 320,000); Potency, µM (highest dose often 9.22 µM), inactives show at the highest dose activation, most hits filed as activators; Huh7 NPC1 promoter luciferase reporter, 24 h;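 also: % of control where 0% means no effect; nearly all actives have a fitted effect of over 60% in size; reporter is driven by a mutant NPC1 promoter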
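Huh7 reporter cells (NPC1 promoter driving luciferase) are dosed with compound for 24 h at 37 °C, 5% CO2; luciferase detection reagent is then added and luminescence measured after 10 min at ambient temperature.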
p53 reactivation: re-activators of mutant p53; H1299 p53-A138V BP100-luciferase reporter, luminescence, 24 h; Potency, µM (top dose mostly 92.2 µM), inactives show at the highest dose activity change, positive = activation, hits mostly activators; actives 0.063% (n = 320,000); also: % of control where 0% means no effect; nearly all actives have a fitted effect of over 45% in size
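p53-null H1299 cells stably carrying temperature-sensitive p53-A138V and a BP100-luciferase reporter were pinned with compounds (4-point, 1:5 series) and held 24 hrs at 37 deg C. Luminescence was read 10 min after detection reagent.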
FLuc counter: inhibits or activates purified firefly luciferase, miR-21 counter-screen | purified FLuc, Km substrates, luminescence inhibition | Potency, µM (doses to about 57.5 µM), inactives show at the top dose activity change, negative = inhibition, actives largely listed as inhibitors | actives 6.9% (n = 360,000);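 also: plate controls were vehicle for no effect and reference inhibitor for full effect; nearly all actives have a fitted effect of over 55% in size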
Target sequence (P08659 whole entry, looked up): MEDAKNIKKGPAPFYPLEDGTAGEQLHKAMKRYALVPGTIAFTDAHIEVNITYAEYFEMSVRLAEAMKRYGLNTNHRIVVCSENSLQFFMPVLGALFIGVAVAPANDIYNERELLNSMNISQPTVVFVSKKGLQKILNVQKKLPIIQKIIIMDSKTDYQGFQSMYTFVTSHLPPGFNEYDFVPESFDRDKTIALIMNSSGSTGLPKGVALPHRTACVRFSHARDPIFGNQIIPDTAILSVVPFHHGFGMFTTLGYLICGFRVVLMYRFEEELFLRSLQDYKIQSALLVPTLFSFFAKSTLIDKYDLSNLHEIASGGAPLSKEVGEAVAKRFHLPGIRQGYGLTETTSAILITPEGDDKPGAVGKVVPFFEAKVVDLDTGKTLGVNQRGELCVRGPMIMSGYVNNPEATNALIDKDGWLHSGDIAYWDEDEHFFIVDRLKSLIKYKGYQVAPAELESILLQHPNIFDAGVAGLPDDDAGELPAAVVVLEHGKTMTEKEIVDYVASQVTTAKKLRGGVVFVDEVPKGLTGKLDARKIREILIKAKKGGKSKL
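Biochemical qHTS of compounds, final roughly 60 µM downward over six points, against 10 nM purified firefly luciferase using Km concentrations of substrates (10 uM D-luciferin, 10 uM ATP) in Tris acetate pH 7.5 buffer; luminescence output.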
Rab9 prom act: activators of Rab9 promoter | Huh7 Rab9 promoter-luciferase reporter, luminescence, 24 h | Potency, µM (highest dose often 9.22 µM), for the others: top-dose activation, negative = inhibition, actives largely listed as activators | actives 2.8% (n = 320,000) | AID 485297; also: % of control where 0% means no effect; nearly all actives have a fitted effect of over 60% in size
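Luminescence read-out: Huh7 cells stably expressing Rab9-luciferase, treated 24 h with compound at 37 °C, then lysed with luciferase reagent for 10 min at ambient before reading.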
MBNL1-CUG inh: blocks human MBNL1 binding to CUG repeat RNA; Potency, µM (highest dose often 57.5 µM), without a hit: at the top dose activity change, negative = inhibition, actives largely listed as inhibitors; actives 0.036% (n = 280,000); TR-FRET MBNL1-His/biotin-(CUG)12 binding, 665/545 ratio; AID 2675; Q9NR56; active = well fitted inhibition curve with a large enough effect in the signal ratio, with a control signal flat, not every such curve was filed as active; inconclusive = small, poorly fitted or top-dose-only effect, or effect the other way, or a change in a side signal; inactive = no such curve, though single readings can be large or run the other way; the % refers to the signal ratio; also: % is scaled to controls: 0 for no effect and ±100 for the full control effect
Target sequence (Q9NR56 whole entry, looked up): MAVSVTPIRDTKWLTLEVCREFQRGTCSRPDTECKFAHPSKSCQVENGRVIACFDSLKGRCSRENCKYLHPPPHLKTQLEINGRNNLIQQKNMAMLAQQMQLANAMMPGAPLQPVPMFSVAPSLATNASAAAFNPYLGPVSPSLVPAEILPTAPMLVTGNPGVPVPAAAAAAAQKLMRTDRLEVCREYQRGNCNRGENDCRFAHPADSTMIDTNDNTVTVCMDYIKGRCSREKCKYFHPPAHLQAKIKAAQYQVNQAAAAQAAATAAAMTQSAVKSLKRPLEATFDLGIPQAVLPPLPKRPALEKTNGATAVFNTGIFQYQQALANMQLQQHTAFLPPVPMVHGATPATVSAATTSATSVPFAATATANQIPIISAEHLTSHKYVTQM
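TR-FRET between His-tagged MBNL1 and biotin-(CUG)12 RNA, detected with Tb anti-His antibody (0.055 ng/ul) and streptavidin-XL665 (5 nM), 60 min at room temperature. Compounds titrated 92 nM to 58 uM; 665/545 nm ratio normalized to buffer and complex controls.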
uPA surface inh: inhibitors of cell surface uPA generation; cell surface uPA generation assay, qHTS; Potency, µM (titrated, usually from 38.3 µM), for inactives: at the top dose activity change, negative = inhibition, usual class: inhibitors; actives 0.31% (n = 330,000); AID 540303; active = well fitted inhibition curve with a large enough effect; inconclusive = small, poorly fitted or top-dose-only effect; inactive = no such curve, though single readings can be large or run the other way; tested in mouse RAW 264.7 cells; also: % is scaled to controls: 0 for no effect and ±100 for the full control effect; nearly all actives have a fitted effect of over 55% in size
ELG1 genotox: inducers of genotoxicity in HEK293T ELG1-luciferase cells. Potency, µM (doses to about 46 µM), inactives show at the top dose activity change, positive = activation, hits mostly activators. actives 1.3% (n = 330,000). HEK293T ELG1-luciferase reporter, luminescence, 16 h; also: % of control where 0% means no effect; nearly all actives have a fitted effect of over 60% in size
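DMSO vehicle served as control against compound-treated ELG1-luciferase HEK293T cells; exposure lasted 16 hr at 37 °C and 5% CO2, followed by ONE-Glo luminescence detection after 30 min.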
BRCA1 expr up: increases BRCA1 expression | MCF7-BRCA1-FFLuc reporter, luminescence, 48 h; response scale: scaled: vehicle 0%, 10 µM genistein 100% | Potency, µM (series often up to 46.1 µM), for inactives: top-dose activation, actives largely listed as activators | actives 1.1% (n = 380,000); also: nearly all actives have a fitted effect of over 80% in size; some results filed as inactive show a strong effect at the top dose
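Luminescence from a BRCA1-driven firefly luciferase in MCF7 cells was the read-out, taken 15 min after substrate addition following 48 h compound exposure at 37 °C. Data were normalized to a 10 microM genistein control and DMSO vehicle.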
Gal4-VP16 FLuc: counter-screen for ROR gamma inhibitors: Gal4-VP16 reporter. Potency, µM (series often up to 53.6 µM), inactives show at the top dose activity, negative = inhibition, actives largely listed as inhibitors. actives 3.5% (n = 310,000). Drosophila S2 Gal4-VP16 UAS-luciferase, luminescence, 20 h;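 also: Gal4-VP16 expression switched on by copper sulfate through the metallothionein promoter; % is scaled to controls: 0 for no effect and ±100 for the full control effect; nearly all actives have a fitted effect of over 50% in size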
RORgamma inh: inhibitors of mouse ROR gamma transcriptional activity | Drosophila S2 Gal4-RORgamma UAS-luciferase reporter, 20 h | Potency, µM (highest dose often 53.6 µM), for the others: at the top dose activity change, negative = inhibition, hits mostly inhibitors | actives 5.4% (n = 310,000); also: % is scaled to controls: 0 for no effect and ±100 for the full control effect; nearly all actives have a fitted effect of over 60% in size
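Drosophila S2 cells stably expressing Gal4-DBD/mouse RORγ fusion under metallothionein promoter plus UAS-luciferase; compound 1 h, then 700 uM CuSO4 induction for 20 h at ambient temperature; inhibition read as reduced luminescence.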
CXXC DNA block: MLL CXXC-DNA interaction inhibition | MLL-CXXC / FITC-HOXA9 DNA fluorescence polarization | Potency, µM (series often up to 115 µM), without a hit: top-dose activity change, negative = inhibition, hits mostly inhibitors | actives 0.037% (n = 290,000); active = well fitted inhibition curve with a large enough effect in the polarisation, with a control signal flat, not every such curve was filed as active; inconclusive = small, poorly fitted or top-dose-only effect, or effect the other way, or a change in a side signal; inactive = no such curve, though single readings can be large or run the other way; the % refers to the polarisation
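Purified MLL-CXXC (added from a 7 uM solution) was preincubated 5 min at ambient with pinned compounds in 50 mM Tris-HCl pH 7.5, 50 mM NaCl, 1 mM DTT, 0.05% BSA. Fluorescein-labeled HOX-A9 DNA (50 nM solution) followed, 30 min, then polarization read.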
* hit, by the source's call; u = inconclusive; x = not tested or not shown; [ ] = remark or other dose. Unless noted, calls follow the shape of the dose curve; as a rule, active = well fitted curve in the direction sought with a large enough effect; inconclusive = small, poorly fitted or top-dose-only effect, or another doubt; inactive = no such curve, though single readings can be large; an effect the other way counts as inactive or inconclusive. Potency is read from the fitted curve at half-maximal effect.

SMILES	NPC1 promoter act	p53 reactivation	FLuc counter	Rab9 prom act	MBNL1-CUG inh	uPA surface inh	ELG1 genotox	BRCA1 expr up	Gal4-VP16 FLuc	RORgamma inh	CXXC DNA block
O=C(O)c1cc(NC(=O)c2ccccc2[N+](=O)[O-])ccc1O	-2%	3%	-12%	-9%	u	4%	1%	12%	1%	-10%	-20%
Nc1ccc(CC2SC(=O)NC2=O)cc1 (configuration not stated)	-2%	-2%	-18%	-5%	0%	4%	6%	31%	-5%	2%	-1%
CC1CC(=O)C2=C(C1)Nc1ccccc1N(C(=O)COc1ccccc1)C2c1ccco1 (configuration not stated)	-2%	-2%	3%	0%	-7%	-1%	3%	2%	6%	2%	-11%
O=C(CCC1CCCN(C(=O)c2ccco2)C1)NCc1ccccc1F (configuration not stated)	-10%	3%	-3%	1%	3%	-6%	4%	0%	20%	26%	-14%
CC(NC(=O)C(NC(=O)C(Cc1c[nH]c2ccccc12)NC(=O)OC(C)(C)C)C(C)C)C(N)=O (configuration not stated)	-5%	0%	4%	-2%	-2%	6%	-6%	-1%	-1%	17%	4%
COC(=O)c1ccc(CSc2nc3ccccc3c(=O)n2C)o1	2%	-6%	7%	0%	2%	-1%	6%	3%	0%	-27%	-2%
COC(=O)c1sc2ncn(N)c(=O)c2c1C	2%	0%	7%	-2%	4%	1%	0%	-1%	0%	4%	7%
COc1ccc(C2NCCc3c2[nH]c2ccccc32)cc1COc1ccc(F)cc1 (configuration not stated)	-5%	-27%	-7%	1%	-2%	u	2%	-86%	8.9µM*	10µM*	u
CCn1ccc(C(=O)Nc2ccc(N(C)C(C)=O)cc2)n1	22%	u	u	u	-6%	-12%	u	64%	1%	-23%	-9%
CN(C)C(=O)c1c(-c2ccccc2)oc2ccc(O)cc12	0%	0%	-1%	-1%	7%	0%	-1%	2%	-5%	6%	-9%
Cc1ccc(N(CC(=O)N2CCc3ccccc3C2)S(C)(=O)=O)cc1	0%	x	0%	0%	-4%	-3%	1%	16%	2%	5%	0%
O=C(CSc1ncnc2scc(-c3ccccc3)c12)Nc1ccc(C(=O)O)cc1	-40%[inhibitor]	-5%	21µM*	9%	u	1%	5%	-7%	-16%	-4%	-4%
C[C@H](NC(=O)c1ccco1)C(=O)Nc1ccc2c(c1)OCO2	3%	0%	-15%	1%	0%	6%	0%	3%	-3%	-10%	5%
COc1cc(C#N)ccc1OC(=O)Cc1cc(OC)c(OC)c(OC)c1	-4%	-2%	-1%	-4%	-1%	1%	1%	0%	-14%	12%	-4%
COc1ccc2c(c1)/C(=N/OC(=O)c1cccs1)CCC2	0%	-4%	27µM*	-1%	-6%	-2%	14%	-32%	11%	9%	-2%
COc1ccccc1N1CC(O)=C(c2nc3ccccc3c(=O)[nH]2)C1=N	-2%	-6%	-15%	-12%	1%	-3%	13%	-2%	-39%	-37%	-5%
Cc1cc(-c2nnc(SCC(=O)Nc3ccccc3C)n2N)n[nH]1	-3%	1%	0%	2%	1%	0%	1%	1%	-13%	-27%	6%
O=C1C[C@@H]2CCN3C(=O)CCC[C@@H]([C@H]23)[C@H]1Cc1ccccc1	x	3%	x	x	x	-9%	1%	8%	-7%	13%	x
O=C(Nc1ccc(-n2cccn2)cc1)C1CCCCN1Cc1cccc2cccnc12 (configuration not stated)	6%	1%	2%	0%	-4%	-13%	0%[9.26 µM]	-43%	0%	-10%	3%
C[C@@H](NC(=O)OC(C)(C)C)C(=O)NCC1CCC(C(=O)N[C@@H](Cc2ccccc2)C(=O)O)CC1 (some centres not stated)	-3%	2%	1%	-6%	-11%	-2%	-1%	10%	-5%	-6%	u
Cc1ccc(CN2C(=O)CCC2C(=O)N2CCN(c3ccc(F)cc3)CC2)cc1 (configuration not stated)	-3%	0%	1%	-1%	4%	-2%	0%	-2%	0%	13%	10%
CCOC(=O)c1cc([N+](=O)[O-])sc1N	-2%	3%	-10%	3%	u	-3%	3%	-25%	-2%	2%	-1%
O=C(Nc1ccc(Cn2ccnc2)cc1)c1cccc(C(F)(F)F)c1	-1%	-29%	-3%	1%	0%	-7%	4%	-4%	5%	12%	2%
O=C(CN(c1ccc2c(c1)OCCO2)S(=O)(=O)c1ccccc1)NCC1CCCO1 (configuration not stated)	1%	-5%	2%[2.3 µM]	-2%	-10%	4%	-1%	-15%	4%	-8%	-6%
CNC(=O)N1c2ccccc2C=Cc2ccccc21	-2%	11%	-1%	-1%	7%	-4%	-3%	3%	-2%	-3%	-2%
CCCCCOC(=O)C1=C(C)Nc2ncnn2C1c1cccs1 (configuration not stated)	-2%	-6%	7%	0%	5%	0%	-11%	-56%	1%	-25%	6%
CCCCOC(=O)Nc1ccc(S(=O)(=O)Nc2onc(C)c2C)cc1	-1%	6%	u	0%	0%	-4%	1%	10%	-6%	-10%	17%
O=C(N/N=C/c1ccc(OC(=O)c2ccccc2Cl)cc1)c1cc(O)cc(O)c1	-4%	27%	u	4%	-4%	-1%	1%	-20%	-9%	-1%	121%[activator]
CCN(CC)CCNC(=O)c1cc2c(-c3ccc(Cl)cc3)nn(C)c2s1	1%	-2%	3%	6%	-20%	u	u	-75%	-26%	u	-16%
CC(=O)Nc1nc2ccccc2n1Cc1ccc(Cl)cc1	-8%	3%	0%	-1%	1%	-7%	7%	-4%	1.6µM*	1.1µM*	-10%
COc1ccc(F)cc1C(=O)C1CCCN(Cc2ccc(Oc3ncccn3)cc2)C1 (configuration not stated)	1%	-1%	-2%	0%	2%	-3%	-9%	-31%	22%	24%	9%
COc1ccc(NC(=O)CN2CCOCC2)cc1S(=O)(=O)N1CCCCC1	-4%	-5%	x	-1%	x	0%	0%	1%	x	x	x
COc1ccc(C(CC(=O)O)NS(=O)(=O)c2ccc(C)cc2)cc1OC (configuration not stated)	-1%	2%	0%	9%	-10%	5%	-1%	-14%	-4%	9%	-8%
CC(C)(CNC(=O)C1c2ccccc2-c2ccccc21)N1CCOCC1	1%	-5%	0%	0%	1%	2%	5%	-4%	4%	-13%	-2%
O=C(O)c1ccc(S(=O)(=O)Cc2ccccc2)cc1	-1%	27%	5%	-5%	2%	x	1%	2%	2%	12%	1%
CN(CC(=O)Nc1ccc(Cl)cc1)Cc1cc(=O)n2ccsc2n1	-9%	1%	0%	8%	x	-17%	2%	21%	-11%	13%	2%

Entries above that have an aryl methoxy group (7):
SMILES	NPC1 promoter act	p53 reactivation	FLuc counter	Rab9 prom act	MBNL1-CUG inh	uPA surface inh	ELG1 genotox	BRCA1 expr up	Gal4-VP16 FLuc	RORgamma inh	CXXC DNA block
COc1ccc(C2NCCc3c2[nH]c2ccccc32)cc1COc1ccc(F)cc1 (configuration not stated)	-5%	-27%	-7%	1%	-2%	u	2%	-86%	8.9µM*	10µM*	u
COc1cc(C#N)ccc1OC(=O)Cc1cc(OC)c(OC)c(OC)c1	-4%	-2%	-1%	-4%	-1%	1%	1%	0%	-14%	12%	-4%
COc1ccc2c(c1)/C(=N/OC(=O)c1cccs1)CCC2	0%	-4%	27µM*	-1%	-6%	-2%	14%	-32%	11%	9%	-2%
COc1ccccc1N1CC(O)=C(c2nc3ccccc3c(=O)[nH]2)C1=N	-2%	-6%	-15%	-12%	1%	-3%	13%	-2%	-39%	-37%	-5%
COc1ccc(F)cc1C(=O)C1CCCN(Cc2ccc(Oc3ncccn3)cc2)C1 (configuration not stated)	1%	-1%	-2%	0%	2%	-3%	-9%	-31%	22%	24%	9%
COc1ccc(NC(=O)CN2CCOCC2)cc1S(=O)(=O)N1CCCCC1	-4%	-5%	x	-1%	x	0%	0%	1%	x	x	x
COc1ccc(C(CC(=O)O)NS(=O)(=O)c2ccc(C)cc2)cc1OC (configuration not stated)	-1%	2%	0%	9%	-10%	5%	-1%	-14%	-4%	9%	-8%

An excerpt; rates above refer to the full screens.
